# Screening results: PubChem BioAssay, several laboratories
# Y pestis TopoI: Yersinia pestis topoisomerase I inhibitors, primary screen, biochemical, cleavage product accumulation, plate reader, single point. DNA topoisomerase I (Yersinia pestis CO92). Y. pestis Topo-I cleavage product accumulation. activity, % at 10 µM. 360,000 compounds, 0.064% hits; in the data active = activity above about 50%, passing the limit was not always enough; note: inactives centre near 2
# CCHF vOTU inh: CCHFV vOTU protease inhibitors, primary screen, biochemical, Pep-AMC substrate, fluorescence; inhibition, % at 11.5 µM; 370,000 compounds, 0.55% hits; AID 651958, 2012; in the data active = inhibition above about 30%; note: 0% = vehicle wells with enzyme and 100% = no enzyme wells
# TcdB GH inh: TcdB glycohydrolase inhibitors, primary screen, biochemical, single point, plate reader; Toxin B (Clostridioides difficile), P18177; TcdB glycohydrolase enzymatic assay; inhibition, % at 9.99 µM; 350,000 compounds, 0.24% hits; AID 652162, 2013; in the data active = inhibition above about 10%
# Rv3671c protease: Rv3671c serine protease inhibitors, primary screen, biochemical, fluorescence polarization, M. tuberculosis H37Rv; P9WHR9; inhibition, % at 5.96 µM; 320,000 compounds, 0.048% hits; in the data active = inhibition above about 38%;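 note: extracellular domain of Rv3671c used as enzyme; 0% = enzyme with DMSO and 100% = no enzyme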
# Target sequence (P9WHR9 whole entry, looked up, the tested form may be a part): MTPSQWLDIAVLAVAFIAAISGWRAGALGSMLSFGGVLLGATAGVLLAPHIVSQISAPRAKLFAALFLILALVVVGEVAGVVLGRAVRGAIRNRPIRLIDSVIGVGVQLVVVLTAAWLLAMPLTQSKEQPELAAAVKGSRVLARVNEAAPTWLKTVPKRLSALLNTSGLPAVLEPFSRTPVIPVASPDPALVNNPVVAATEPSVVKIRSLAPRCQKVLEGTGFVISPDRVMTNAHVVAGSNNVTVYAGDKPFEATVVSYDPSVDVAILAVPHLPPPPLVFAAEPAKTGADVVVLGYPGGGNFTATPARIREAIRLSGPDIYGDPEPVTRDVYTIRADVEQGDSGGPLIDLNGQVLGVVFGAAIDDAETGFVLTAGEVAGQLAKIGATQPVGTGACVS
# BH1578 lux ind: inducers of Vibrio cholerae quorum light production without autoinducers, primary screen, BH1578 luxS cqsA deficient, single point; 350,000 compounds, 0.16% hits; AID 588436, 2011; V. cholerae BH1578 lux reporter, luminescence, 6 h; activation, % at 18.7 µM; in the data active = activation mostly above about 9.7%, no sharp cut-off; note: not every result past the cut was called active; inactives centre near 0; reference of the scale not given here
# PriA SSB inh: inhibitors of Klebsiella pneumoniae PriA binding to SSB C-terminal tail, primary screen, biochemical, AlphaScreen. inhibition, % at 33 µM. 430,000 compounds, 0.6% hits. PriA–SSB C-terminal tail interaction (Klebsiella pneumoniae). AlphaScreen SSBct-PriA binding, biotinylated peptide; in the data active = inhibition mostly above about 37%, no sharp cut-off; inactive = mostly below about 20%;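 note: plate controls were negative control peptide for no effect and reference peptide for full effect; strong numbers were not always called active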
# MazEF act: activators of E. coli MazEF toxin-antitoxin RNase, primary screen, biochemical, fluorescence, uHTS | Endoribonuclease toxin MazF (Escherichia coli (strain K12)), P0AE70 | FAM/BHQ RNA-DNA oligo cleavage fluorescence, 5 h | activation, % at 20 µM | 350,000 compounds, 0.32% hits; in the data active = activation above about 50%
# Target sequence (P0AE70 whole entry, looked up): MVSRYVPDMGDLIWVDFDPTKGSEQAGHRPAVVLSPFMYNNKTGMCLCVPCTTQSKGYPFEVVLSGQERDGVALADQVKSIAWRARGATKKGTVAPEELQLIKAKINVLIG
# PrPC TRFRET: inhibitors of human cell surface prion protein PrPC, primary screen, cell-based, TR-FRET. inhibition, % at 13.8 µM. Major prion protein (Homo sapiens), P04156. TR-FRET read-out. 370,000 compounds, 0.43% hits; in the data active = inhibition above about 24%; note: 0% = median of the test wells and 100% = reference compound wells
# 3CLpro inhibitor: SARS-CoV 3CLpro protease inhibitors, primary screen, biochemical, quenched FRET. 290,000 compounds, 0.14% hits. recombinant SARS-CoV 3CLpro, quenched FRET peptide cleavage. inhibition, % at 6 µM. Replicase polyprotein 1ab (Severe acute respiratory syndrome coronavirus), P0C6X7. AID 1706, 2009; in the data active = inhibition above about 12%
# DUSP3 inh: VHR1 phosphatase inhibitors, primary screen, biochemical, absorbance, uHTS; recombinant VHR phosphatase, pNPP absorbance; 290,000 compounds, 0.52% hits; inhibition, % at 13.3 µM; Dual specificity protein phosphatase 3 (Homo sapiens), P51452; in the data active = inhibition above about 50%; note: some compounds called inactive have numbers as strong as hits
# Target sequence (P51452 whole entry, looked up): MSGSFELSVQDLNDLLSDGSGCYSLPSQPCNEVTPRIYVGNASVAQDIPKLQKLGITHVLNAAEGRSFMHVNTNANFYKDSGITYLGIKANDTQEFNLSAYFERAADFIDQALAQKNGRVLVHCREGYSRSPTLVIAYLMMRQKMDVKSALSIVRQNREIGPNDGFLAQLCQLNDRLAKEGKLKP
# * hit, by the source's call; i = inactive; . = no result given; & = joins results of further samples. This is a subset (hit frequency here may not be typical).
smiles	Y pestis TopoI	CCHF vOTU inh	TcdB GH inh	Rv3671c protease	BH1578 lux ind	PriA SSB inh	MazEF act	PrPC TRFRET	3CLpro inhibitor	DUSP3 inh
CC[n+]1ccc(/C=C/c2c[nH]c3ccccc23)cc1	2	12	0.2	0	i	-6	-198	-39	-11	14
CN(C)CCNc1ccc(CO)c2oc3ccc(O)cc3c(=O)c12	-14	3	5.3	.	i	7	-7	0	.	.
CN(C(=O)c1ccco1)c1nnc(C23CC4CC(CC(C4)C2)C3)s1	17	7	1.5	4	-0.6	3&7	6	-1	5	12
CCN1C(=O)[C@H]2[C@@H](c3ccccc3)N3C(=O)N(c4cccc(F)c4)C(=O)[C@@]3(CC(C)C)[C@H]2C1=O	-4	.	.	8	-0.3	-10	5	.	-3	32
Cc1ccc(NC(=O)COC(=O)CNC(=O)c2cccs2)cc1S(=O)(=O)N1CCOCC1	10	-2	1.1	.	-0.8	-1	-1	3	.	.
N#Cc1ccsc1NC(=O)C1CCN(C(=O)c2ccc(Cl)cc2)CC1	0	-2	0.5	-5	-2.1	-5	-2	0	.	.
Cc1noc(C)c1COc1ccccc1C(=O)N1CCN(S(=O)(=O)c2ccc(F)c(F)c2)CC1	9	-11	0.3	.	-7.1	-3	2	-5	.	.
O=C(/C=C/c1cccc([N+](=O)[O-])c1)NCc1ccco1	-6	2	.	-3	i	3	-1	-25	5	42
Cc1ccc(NCC(=O)N/N=C/c2cc3ccccc3nc2Cl)cc1	0	2	.	-4	-0.4	.	9	-4	8	12
Cc1ccc(NC(=O)CNc2ccccc2N2CCCC2=O)cc1S(=O)(=O)N1CCCCC1	6	12	1.4	2	i	-13	3	0	.	.
Cc1cccc(-n2ccnc2CN2CCN(C3CCCC3)C(CCO)C2)c1 (stereo unspecified)	7	-11	-0.4	-3	i	3	3	1	-1	28
COc1ccc(C)cc1S(=O)(=O)N1CCC(C(=O)NCCc2ccccc2)CC1	7	-8	.	-10	-0.3	0	-1	9	-2	-8
COC(=O)c1cc(NC(=O)COC(=O)CN2C(=O)C3CC=CCC3C2=O)cc(C(=O)OC)c1 (stereo unspecified)	3	-2	0.3	.	-2.3	-16	4	0	.	.
CN=C1N(C)C[C@@H]2[C@@H]3C(=O)N(C)C(=O)[C@@H]3[C@](Cc3ccccc3)(C(=O)OC)N12	0	.	.	.	-3.1	5	0	.	.	.
CC(=O)N1CCN(C(=O)c2ccccc2NS(=O)(=O)c2ccc(F)cc2)CC1	6	11	0.0	7	i	-2	11	-2	.	.
Cn1nc(C(=O)NC2CCCN(Cc3ccccc3F)C2)c2ccccc2c1=O (stereo unspecified)	3	3	-2.3	11	1.6	-2	-2	-4	-2	5
CC(=O)C1=C(O)C(=O)N(c2ccc(S(N)(=O)=O)cc2)C1c1cccc([N+](=O)[O-])c1 (stereo unspecified)	2	2	0.2	-4	0.3	-9	3	-16	-1	10
CCCC1Cc2c(sc(N)c2C#N)CO1 (stereo unspecified)	-7	0	1.7	6	2.1	-8	13	2	3	11
Cc1ccc(-c2nc3ccccc3c(=O)n2NC(=O)COc2ccccc2)cc1	0	0	0.1	7	-0.2	-14	6	11	5	-2
CCc1nc2c(oc3ccccc32)c(=O)[nH]1	1	-4	.	7	i	-6	-12	1	3	16
O=c1cc(-c2ccc(O)cc2)oc2c1ccc1ccccc12	-5	6	-0.4	-44	i	-3	34	-2	.	.
O=C(c1cccnc1)N1CCN(c2ccc([N+](=O)[O-])cc2Cl)CC1	-3	20	-9.7	-9	i	-6	0	-33	5	30
COc1ccccc1Nc1nnc(SCC(=O)N2CCCC2)s1	-9	-4	0.6	3	-1.2	2	5	-2	-4	-9
COC(=O)c1[nH]c2cc(C)ccc2c1NC(=O)CN1CCCc2ccccc21	-2	11	.	14	.	4	3	-11	6	19
CCOC(=O)C1(C(=O)OCC)NC(=O)CC1C(C)C (stereo unspecified)	2	10	4.3	.	i	-7	7	-5	.	.
Cc1ccc(C(=O)Nc2ccc3c(c2)OCCO3)cc1S(=O)(=O)N1CCOCC1	3	7	0.4	3	i	0	-10	2	.	.
COC(=O)CSc1nnc(CNC(=O)c2ccc(S(=O)(=O)N3CCOCC3)cc2)n1C	-4	9	0.6	2	-0.3	8	8	-3	1	28
CSc1cccc(NC(=S)NC(=O)c2cccnc2)c1	7	3	1.0	.	-0.4	13	-13	14	-3	19
Cc1ccc(C(C)C)c(OCC(=O)NNC2=CC(=O)CC(C)(C)C2)c1	5	13	0.2	4	-0.6	-10	3	11	3	-10
COc1ccc(NC(=O)CSc2nc3[nH]ncc3c(=O)[nH]2)c(OC)c1	2	20	-0.6	7	-0.3	-1	4	5	.	.

# Continued.
smiles	Y pestis TopoI	CCHF vOTU inh	TcdB GH inh	Rv3671c protease	BH1578 lux ind	PriA SSB inh	MazEF act	PrPC TRFRET	3CLpro inhibitor	DUSP3 inh
COC(=O)C1=C(C)Nc2nnnn2C1c1cccs1 (stereo unspecified)	11	1	.	-7	-5.6	1	0	0	-4	2
CN(C(=O)c1cc2ccccc2o1)c1c(N)n(Cc2ccccc2)c(=O)[nH]c1=O	5	-2	1.4	2	-0.2	-2	-1	2	.	.
NS(=O)(=O)c1cccc(NC(=O)Cn2cc(C(F)(F)F)cc(Cl)c2=O)c1	-1	4	-0.3	8	-0.3	-17	-7	-3	-3	2
CS(=O)(=O)N(CC(=O)NCc1ccncc1)c1ccc(Cl)c(Cl)c1	4	-3	-0.6	-3	-1.9	-8	-3	9	0	5
Cc1ccccc1CN1[C@@H]2c3ccccc3C[C@@H]2OCCS1(=O)=O	9	8	0.3	-10	0.4	3	-2	1	1	5
CCc1ccc(NC(=O)CN2CCC(C(=O)c3ccc(OC)cc3)CC2)cc1	26	12	1.6	-15	i	0	-1	-12	-5	52*
Cc1ccc(NC(=O)CN(C)C(=O)COC(=O)c2ccc(NC(=O)CC#N)cc2)cc1	1	6	0.9	-13	-5.6	-1	7	4	.	.
CCC/C(C#Cc1ccc(N(C)C)cc1)=C1/c2ccccc2C(=O)N1c1ccccc1	3	4	0.2	-7	-8.3	-68	-285	-3	.	.
CC(C)C(=O)Nc1ccc(C(=O)Nc2nnc(C(C)(C)C)s2)cc1	-9	8	0.8	2	-0.2	-1	-2	4	-1	15
CN=C1c2cc3cc(OC)ccc3n2CCN1Cc1ccccc1	3	37*	.	.	i	-6	12	-9	4	-14
Cc1cccc(OCCCCCn2ccnc2)c1C	26	0	.	-4	-3.0	2	1	5	0	17
NS(=O)(=O)c1ccc(NC(=S)NC(=O)/C=C/c2ccco2)cc1	-14	20	.	-3	-0.3	-5	4	0	-2	-7
O=C(COC(=O)c1ccc(O)cc1)NC1CCCCCC1	2	11	0.5	8	i	-16	1	8	.	.
CC(=O)Nc1ccc(C(=O)OCC(=O)N2CCC(Cc3ccccc3)CC2)cc1	13	11	0.6	-1	-0.2	3	3	6	.	.
FC(F)(F)c1cccc(CNc2ncccc2-c2nc3cc(Cl)ccc3o2)c1	7	-4	.	-8	-0.2	-17	-4	-1	-4	7
CCC(C)NS(=O)(=O)c1ccc(S(=O)(=O)N(CC(=O)Nc2ccccc2)Cc2ccco2)cc1 (stereo unspecified)	14	13	.	-4	-0.4	1	2	13	-1	-11
CC(C)c1nnc(NC(=O)CCC(=O)NCc2cccs2)s1	8	-11	.	-7	-0.3	-21	9	5	0	-7
COc1ccc(-c2cc(C(=O)N3CCN(S(=O)(=O)c4ccccc4)CC3)[nH]n2)cc1	-7	13	1.2	6	-0.4	3	11	-4	2	17
CCOc1ccc(N2CC(NC(=O)c3cccc4ccccc34)CC2=O)cc1 (stereo unspecified)	28	2	1.0	-4	i	-4	-1	5	.	.
O=C(/C=C/c1ccccc1)N/C(=C\c1ccco1)C(=O)NCCO	-4	15	.	-8	i	-8	0	-3	-3	24
CCOc1ccc(CN(C(=O)c2cccs2)C2CCS(=O)(=O)C2)cc1 (stereo unspecified)	3	-5	1.4	10	i	-25	-2	-1	0	10
CC(=O)NNc1cccc(Cl)n1	2	6	.	3	i	-12	0	-2	-2	-15
CC1CCC(C(C)C)C2=C1C(C#N)(C#N)C(C#N)(C#N)C(c1ccccc1)N2 (stereo unspecified)	-8	1	.	5	3.1	23	10	-2	1	18
CC(C)C(NC(=O)c1ccccc1)c1nnc(SCC(=O)Nc2nccs2)n1C (stereo unspecified)	7	-3	.	-6	-0.4	3	-1	-1	-3	21
COc1ccc(S(=O)(=O)N(C)CC(=O)N2CCC(C)CC2)cc1Cl	4	-3	0.6	18	-0.3	-13	-1	-3	-1	-1
Nc1ccccc1-c1ccc(Cl)cc1	3	3	-0.1	.	1.1	-13	1	7	.	.
CC(=O)c1cccc(NC(=O)Nc2ccc(C)cc2)c1	4	-9	.	-6	i	-2	15	8	1	2
CCOC(=O)C1CCN(C(=O)c2ccc(OC3CCN(C(=O)COC)CC3)cc2)CC1	1	-6	0.4	.	-0.1	-6	6	-1	-3	13
Nc1c(O)ccc2c1C(=O)c1ccccc1C2=O	.	1	-28	2	.	85	1	-54	2	0
O=C(CSc1nnc(Nc2ccccc2F)s1)NC1CCS(=O)(=O)C1 (stereo unspecified)	5	-5	-0.2	-4	-8.0	-9	9	0	.	.

# A second format for some results above:
Cc1ccc(NC(=O)CN(C)C(=O)COC(=O)c2ccc(NC(=O)CC#N)cc2)cc1
  Y pestis TopoI = 1
  CCHF vOTU inh = 6
  TcdB GH inh = 0.9
  Rv3671c protease = -13
  BH1578 lux ind = -5.6
  PriA SSB inh = -1
  MazEF act = 7
  PrPC TRFRET = 4
  3CLpro inhibitor = .
  DUSP3 inh = .

CN=C1c2cc3cc(OC)ccc3n2CCN1Cc1ccccc1
  Y pestis TopoI = 3
  CCHF vOTU inh = 37*
  TcdB GH inh = .
  Rv3671c protease = .
  BH1578 lux ind = i
  PriA SSB inh = -6
  MazEF act = 12
  PrPC TRFRET = -9
  3CLpro inhibitor = 4
  DUSP3 inh = -14

CC(C)C(=O)Nc1ccc(C(=O)Nc2nnc(C(C)(C)C)s2)cc1
  Y pestis TopoI = -9
  CCHF vOTU inh = 8
  TcdB GH inh = 0.8
  Rv3671c protease = 2
  BH1578 lux ind = -0.2
  PriA SSB inh = -1
  MazEF act = -2
  PrPC TRFRET = 4
  3CLpro inhibitor = -1
  DUSP3 inh = 15

COc1ccc(S(=O)(=O)N(C)CC(=O)N2CCC(C)CC2)cc1Cl
  Y pestis TopoI = 4
  CCHF vOTU inh = -3
  TcdB GH inh = 0.6
  Rv3671c protease = 18
  BH1578 lux ind = -0.3
  PriA SSB inh = -13
  MazEF act = -1
  PrPC TRFRET = -3
  3CLpro inhibitor = -1
  DUSP3 inh = -1

# (cont.)
smiles	Y pestis TopoI	CCHF vOTU inh	TcdB GH inh	Rv3671c protease	BH1578 lux ind	PriA SSB inh	MazEF act	PrPC TRFRET	3CLpro inhibitor	DUSP3 inh
CSc1ccccc1NC(=O)C(C)N(C)CC(=O)N1CCN(Cc2ccccc2)CC1 (stereo unspecified)	15	8	-0.5	.	i	1	6	0	.	.
CC(OC(=O)c1ccc(Cl)cc1)C(=O)NCC1CCCCC1 (stereo unspecified)	8	26	-0.3	6	i	-18	7	-5	.	.
COc1nnc(-c2ccc(N3CCOCC3)c(NC(C)=O)c2)c2ccccc12	-9	18	.	2	i	-13	-5	6	-6	22
Cc1ccc(C2=NN(S(C)(=O)=O)C(c3cccs3)C2)cc1 (stereo unspecified)	-2	6	.	9	i	-7&-25	8	-2	0	11
